Screening data from PubChem BioAssay.
HER2 expr 66K: Her2 kinase expression inhibition; P04626; SKBR-3 HER2 protein level, AlphaScreen, 18-24 h; stronger effect = lower value; HER2 level % of control, % at 10 µM; 65,000 compounds, 0.69% hits;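 active = HER2 level under 5% of the carrier-only control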;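 note: 100% = DMSO carrier and 0% = 500 nM PU-H71 HSP90 inhibitor; lower value means stronger loss of Her2 protein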
CatB mix inh: inhibitors of human cathepsin B in compound mixtures. inhibition, %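 (ten-compound pools at 5 µM per compound and 50 µM total)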. P07858. AID 488. Purified cathepsin B, AMC dipeptide fluorescence. 62,000 compounds, 0.06% hits; in the data active = inhibition above about 22%, passing the limit was not always enough;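 note: 0% = enzyme without compound and 100% = no enzyme blank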
CatG inh: blocks human cathepsin G enzyme activity; P08311; purified enzyme, AMC-tetrapeptide fluorescence, pooled mixtures; inhibition, % at 5 µM (by protocol); 62,000 compounds, 0.2% hits; AID 581;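 active = inhibition above 20% in each of the two mixture wells holding the compound; inactive = inhibition of 20% or less in either well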;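 note: 0% = enzyme control without mixture and 100% = blank lacking enzyme; strong numbers were not always called active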
Target sequence (P08311 21-244 limits assumed): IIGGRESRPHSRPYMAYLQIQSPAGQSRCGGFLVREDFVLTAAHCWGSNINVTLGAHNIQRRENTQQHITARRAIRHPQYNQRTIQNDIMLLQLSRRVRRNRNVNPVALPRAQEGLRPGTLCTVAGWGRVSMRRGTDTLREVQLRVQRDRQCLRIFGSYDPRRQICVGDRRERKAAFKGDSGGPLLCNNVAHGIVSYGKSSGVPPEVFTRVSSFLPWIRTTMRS
CatS block: human cathepsin S inhibition; 62,000 compounds, 0.06% hits; P25774; inhibition, %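 (tested at 5 µM per compound within 10-compound mixtures)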; recombinant cathepsin S, AMC dipeptide fluorescence, pooled mixtures; in the data active = inhibition above about 32%, passing the limit was not always enough;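 note: 0% = enzyme without compound and 100% = blank without enzyme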
ROCK2 inh: ROCK2 (human) kinase inhibition; O75116; purified ROCK2, Kinase-Glo ATP depletion luminescence; inhibition, % at 6 µM; 60,000 compounds, 0.35% hits;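 active = inhibition above the screen-wide mean inhibition plus 3 SD, cut at about 18% in these data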;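 note: plate controls were DMSO wells for no effect and Y-27632 control wells after no-enzyme background subtraction for full effect; many of its hits are not listed in these tables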
C1s inh: human complement C1s inhibition; P09871; 62,000 compounds, 0.16% hits; AID 538; mean inhibition % of two 10-compound mixtures (stronger effect = higher value), % at 5 µM (by protocol); purified C1s, fluorogenic AMC substrate, pooled mixtures;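 active = inhibition above 20% in each of the two 10-compound mixture wells holding the compound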;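 note: 0% = enzyme wells lacking compound mixture and 100% = no-enzyme blank wells; some compounds called inactive have numbers as strong as hits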
Target sequence (P09871 16-437 limits assumed): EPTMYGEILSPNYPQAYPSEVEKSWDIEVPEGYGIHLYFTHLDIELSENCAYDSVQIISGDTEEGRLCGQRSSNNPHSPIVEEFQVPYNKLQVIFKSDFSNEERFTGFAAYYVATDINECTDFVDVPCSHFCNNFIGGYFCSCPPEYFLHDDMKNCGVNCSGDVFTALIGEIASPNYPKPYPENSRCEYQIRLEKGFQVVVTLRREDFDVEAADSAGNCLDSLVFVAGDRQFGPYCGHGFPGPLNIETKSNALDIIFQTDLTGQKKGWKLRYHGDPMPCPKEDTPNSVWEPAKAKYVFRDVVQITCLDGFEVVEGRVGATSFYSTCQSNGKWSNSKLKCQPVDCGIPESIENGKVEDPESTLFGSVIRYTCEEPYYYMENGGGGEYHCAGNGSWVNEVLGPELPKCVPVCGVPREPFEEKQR
Target sequence (P09871 438-688 limits assumed): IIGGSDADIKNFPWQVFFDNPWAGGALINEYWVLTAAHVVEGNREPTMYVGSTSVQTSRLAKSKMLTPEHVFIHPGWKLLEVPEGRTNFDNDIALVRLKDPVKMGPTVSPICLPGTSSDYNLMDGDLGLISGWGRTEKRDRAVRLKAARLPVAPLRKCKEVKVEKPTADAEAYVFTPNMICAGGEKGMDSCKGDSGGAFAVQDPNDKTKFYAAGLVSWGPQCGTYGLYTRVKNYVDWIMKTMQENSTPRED
CatL inh: inhibitors of human cathepsin L; purified cathepsin L, fluorogenic substrate, fluorescence; inhibition, %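 (tested at 10 µM)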; 58,000 compounds, 0.17% hits; AID 460; in the data active = inhibition above about 45%;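 note: 0% = enzyme with no compound and 100% = no enzyme blank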
CatB inh: human cathepsin B inhibition. inhibition, %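 (tested at 10 µM)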. AID 453. P07858. 63,000 compounds, 0.1% hits. purified cathepsin B, fluorogenic substrate, fluorescence; in the data active = inhibition above about 21%;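 note: 0% = enzyme with no compound and 100% = no enzyme blank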
PKA inh: blocks human protein kinase A activity. 65,000 compounds, 0.1% hits. PKA Kemptide phosphorylation, Kinase-Glo ATP luminescence. inhibition, % at 6 µM;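 active = inhibition above the screen-wide mean inhibition plus 3 SD, cut at about 21% in these data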; note: many of its hits are not listed in these tables
Numbers without * were called inactive; · = no result given. Not all compounds are listed (hit frequency here may not be typical).

SMILES | HER2 expr 66K | CatB mix inh | CatG inh | CatS block | ROCK2 inh | C1s inh | CatL inh | CatB inh | PKA inh
O=C(CCCNS(=O)(=O)c1ccc(Br)cc1)N1CC[C@@]2(O)CCCC[C@H]2C1 | 119.0 | 3.4 | -1.9 | -7.4 | 2.1 | -3.2 | -0.6 | -8.0 | 5.6
CCCC(=O)NC(Nc1ccc(S(=O)(=O)Nc2ncccn2)cc1)(C(=O)OCC)C(F)(F)F (stereo not given) | 90.0 | 1.7 | 5.5 | -9.3 | -9.6 | -13.5 | -8.8 | 0.4 | 0.3
CCOC(=O)N1CCC(NC(=O)C2CCN(S(=O)(=O)c3cccc4cccnc34)CC2)CC1 | 116.8 | -12.2 | -24.6 | -22.9 | 1.8 | -130.0 | -13.2 | 0.6 | 6.3
N#Cc1nc(-c2ccc(OCc3ccccc3)cc2)oc1N1CCC(C(N)=O)CC1 | 83.5 | -0.3 | -9.7 | 16.6 | 1.9 | 0.2 | -10.6 | 14.2 | 9.7
CC1Cc2nc(SCC(=O)Nc3ccc4c(c3)OCO4)n(-c3ccc(F)cc3)c(=O)c2S1 (stereo not given) | 102.2 | 6.6 | 10.4 | 0.6 | -3.2 | 7.7 | 5.9 | 4.5 | 8.8
CCn1cc(C2=NOC(C(=O)Nc3cc(C)nn3-c3ccccc3)C2)c(C)n1 (stereo not given) | 116.7 | 1.8 | 6.2 | -3.8 | 5.0 | 7.8 | 4.4 | 2.8 | 4.0
CCOc1ccc(NC(=O)CSc2nnc(Cc3cccn3C)n2-c2ccc(F)cc2)cc1 | 82.3 | 6.1 | -0.8 | 13.4 | 2.4 | -14.9 | · | 9.4 | 8.7
CCNC(=O)Cn1cnc2c1c(=O)n(C)c(=O)n2C | 117.0 | 2.4 | 4.8 | 1.6 | 5.3 | 4.3 | 3.4 | -2.1 | 6.9
COc1cc(C2C3=C(CC(c4ccco4)CC3=O)Nc3ccccc3N2C(C)=O)cc(OC)c1OC (stereo not given) | 81.2 | 8.2 | 1.5 | 0.7 | -1.1 | 2.0 | -1.2 | -2.4 | -2.9
COc1cc2c(cc1NC(=O)c1cncc(Br)c1)oc1ccccc12 | 55.3 | -2.3 | 9.5 | 6.4 | 5.6 | -2.4 | 11.6 | 0.5 | 7.0
CC(=O)NC(CCS(C)(=O)=O)C(=O)Nc1nccs1 (stereo not given) | 82.5 | 6.3 | 10.1 | -1.1 | 7.9 | -4.7 | -1.2 | -3.4 | 3.0
COc1cc(OC)c(N2CC34C=CC(O3)C(C(=O)O)C4C2=O)cc1Cl (stereo not given) | 100.4 | 20.5 | 3.3 | 9.7 | 4.5 | 1.8 | 2.6 | 4.9 | 8.9
O=C1[C@@H]2C(Cc3ccc(O)cc3)NC3(C(=O)Nc4ccc(F)cc43)[C@@H]2C(=O)N1c1ccc(F)cc1 (stereo not given in full) | 84.3 | 0.4 | 7.9 | 4.7 | 5.0 | -2.2 | · | 2.6 | 2.2
CCOC(=O)C1CCCN(c2ccc(NC(=O)c3snc4c(=O)[nH]cnc34)cc2)C1 (stereo not given) | 100.6 | 6.7 | 16.4 | 19.8 | 0.4 | 11.8 | 3.9 | 7.0 | -0.3
COc1cc(CN2CCN(CCOCCO)CC2)cc(OC)c1OC | 102.3 | -5.6 | 10.0 | -5.0 | 5.6 | 4.8 | 18.4 | -4.5 | 4.9
CCOC(=O)N1CCN(C(=O)Nc2ccc3oc(C)nc3c2)CC1 | 102.7 | -3.2 | -25.5 | -23.9 | -5.0 | -66.6 | -1.5 | 4.7 | -5.2
Cc1ccnc(-n2c(CCN3C(=O)c4ccccc4C3=O)nc3ccccc3c2=O)c1 | 116.5 | 8.2 | 2.6 | 8.8 | 5.3 | 2.7 | 13.2 | 0.1 | 1.9
O=C(O)Cn1cc(C(=O)c2ccco2)c2ccccc21 | 88.1 | 4.8 | 1.1 | 0.2 | · | -0.9 | -0.8 | 2.8 | 2.7
Cc1cc2nc(-c3ccc(NC(=O)c4cccnc4)cc3)oc2cc1C | 92.9 | -2.8 | 5.2 | -2.8 | · | -0.4 | -6.0 | 6.5 | 0.5
CCc1nnc(NC(=O)c2cccc(C(=O)Nc3nnc(CC)s3)n2)s1 | 30.2 | 2.7 | -13.0 | 6.0 | -1.0 | -13.9 | 7.1 | 2.0 | 0.8

Given in markdown: part of the list above.
| mol | HER2 expr 66K | CatB mix inh | CatG inh | CatS block | ROCK2 inh | C1s inh | CatL inh | CatB inh | PKA inh |
| --- | --- | --- | --- | --- | --- | --- | --- | --- | --- |
| COc1cc(OC)c(N2CC34C=CC(O3)C(C(=O)O)C4C2=O)cc1Cl (stereo not given) | 100.4 | 20.5 | 3.3 | 9.7 | 4.5 | 1.8 | 2.6 | 4.9 | 8.9 |
| O=C1[C@@H]2C(Cc3ccc(O)cc3)NC3(C(=O)Nc4ccc(F)cc43)[C@@H]2C(=O)N1c1ccc(F)cc1 (stereo not given in full) | 84.3 | 0.4 | 7.9 | 4.7 | 5.0 | -2.2 | · | 2.6 | 2.2 |

Later entries
SMILES | HER2 expr 66K | CatB mix inh | CatG inh | CatS block | ROCK2 inh | C1s inh | CatL inh | CatB inh | PKA inh
Cc1cccc(NC(=O)C2CCCN(C(=O)NC3CCCCC3)C2)c1C (stereo not given) | 114.9 | -3.1 | -0.4 | 2.2 | 3.7 | -19.4 | 21.8 | 1.2 | 8.8
CCCC12CN3CC(CCC)(CN(C1)C3C(O)C(O)C(O)CO)C2=O (stereo not given) | 88.8 | 5.8 | 8.2 | -5.0 | -0.7 | 11.8 | 2.4 | 0.7 | -4.3
COC(=O)C1=C(C)NC(=O)NC1C1CC=CCC1 (stereo not given) | 122.8 | 0.3 | 9.1 | 3.8 | 4.4 | -10.2 | 9.8 | 2.8 | 7.2
O=C(c1ccco1)N1CCN(C(c2ccc(F)cc2)c2nnnn2CC2CCCO2)CC1 (stereo not given) | 87.4 | 0.4 | -0.7 | -1.4 | -1.8 | 0.8 | -0.5 | 0.9 | -1.8
O=C(O)C1[C@H]2C(=O)N(Cc3cccs3)C[C@]23C=C[C@H]1O3 (stereo not given in full) | 114.9 | · | · | · | 12.1 | · | 16.9 | 0.6 | 5.8
Cc1cc(C(=O)CSc2nnc(Cc3ccccc3)o2)c(C)n1Cc1ccc2c(c1)OCO2 | 86.8 | -2.2 | 10.1 | 13.6 | · | -1.1 | 24.1 | -4.5 | 10.4
OCc1n[nH]c(CO)n1 | 106.4 | 8.8 | 1.6 | -2.3 | 0.7 | -28.1 | 1.5 | -2.5 | 5.2
CCC(=O)N1CCN(CCN=CC2=C(O)CC(c3cccs3)CC2=O)CC1 (stereo not given) | 141.4 | 1.7 | 6.7 | 11.9 | 0.5 | 8.7 | · | 2.2 | -4.4
CCCCNC(=O)c1cc2c(-c3ccc(Cl)cc3)nn(C)c2s1 | 66.9 | 1.2 | -1.2 | -1.3 | 0.7 | 2.0 | -5.0 | 0.0 | 8.1
Cc1cc(C)n2nc(C(=O)OCC(=O)c3cc(C)n(C)c3C)nc2n1 | 105.6 | 0.8 | -3.8 | -5.2 | -0.6 | -4.6 | 0.8 | -1.3 | -1.3
O=C(NC1CCCCC1)C(c1ccncc1)N(C(=O)Cn1nnc(-c2cccs2)n1)C1CCCC1 (stereo not given) | 75.2 | 2.6 | -1.2 | -5.8 | 1.5 | -25.0 | 0.3 | -8.9 | 10.6
COc1ccc(OC)c(C(=O)CSc2nc3c(c(=O)n(C)c(=O)n3C)n2C(C)C)c1 | 85.7 | 3.3 | -6.0 | 1.0 | 4.1 | -31.7 | 10.5 | 3.8 | -10.7
CS(=O)CSc1nc2c(cc1C#N)CCCC2 (stereo not given) | 78.4 | 7.6 | 8.4 | 28.3 | 8.0 | 14.4 | 11.8 | 5.8 | 9.8
COc1ccc(/C(O)=C2/C(=O)C(=O)N(CCCN(C)C)C2c2cccnc2)cc1 (stereo not given) | 92.3 | 9.6 | 3.8 | 18.5 | -1.9 | -0.3 | -4.5 | 1.9 | 3.4
O=C1CC(C(=O)N(CC2CCCO2)C(C(=O)NC2CCCCC2)c2ccncc2)CS1 (stereo not given) | 94.7 | 4.7 | -2.6 | -10.6 | 2.4 | -3.3 | -6.2 | -4.3 | 6.7
CCOC(=O)c1ccc(N2C(=O)CC(N3CCN(C/C=C/c4ccccc4)CC3)C2=O)cc1 (stereo not given) | 95.0 | -4.5 | 33.1 | -7.2 | 2.3 | -7.7 | 5.1 | -3.3 | 6.0
O=C(Cn1c(=O)oc2ccccc21)Nc1ccc(S(=O)(=O)N2CCCCC2)cc1 | 135.7 | 1.9 | 6.7 | -13.1 | 5.0 | -35.5 | 0.6 | 3.3 | 11.2
O=C(Nc1ccccc1-c1ccccc1)NC1CCN(CC(=O)N2CCOCC2)CC1 | 92.1 | 6.7 | 9.7 | 1.0 | 0.2 | 5.9 | 7.5 | 3.4 | -1.9
CCN1c2ccccc2-c2nc3ccccc3n2C1c1ccccn1 (stereo not given) | 84.2 | -2.1 | -1.5 | -1.0 | 0.4 | -34.5 | -28.4 | 0.0 | 5.4
COc1ccc(Cn2c(C)nc3c(c2=O)c2nc4ccccc4nc2n3Cc2ccco2)cc1 | 75.4 | 9.2 | 4.3 | 0.8 | 3.0 | 1.2 | -6.0 | 1.0 | 11.2
CC1CCc2nn(CC(=O)N3CCCCCC3)cc2C1 (stereo not given) | 98.0 | 3.8 | 10.9 | -3.8 | 5.4 | 19.7 | -6.2 | 1.7 | 8.9
CCn1nc(C)c(NC(=O)CSc2nnc(-c3ccco3)n2C)c1C | 92.0 | -4.3 | 0.0 | -12.9 | 9.5 | -11.6 | -3.8 | 0.7 | 12.3
CCOC(=O)c1c(C)nc2ncccn12 | 81.1 | -0.3 | -1.9 | 10.2 | 6.1 | 1.1 | -19.5 | 3.6 | 4.3
CC(C)(C)c1csc(NC(=O)CSc2nc3ccccc3c(=O)[nH]2)n1 | 82.1 | 1.6 | -0.1 | -4.7 | 5.6 | 2.6 | -13.4 | -7.2 | 7.7
CCOc1ccc(Nc2nc(Cc3nnc(SCC(=O)NCC4CCCO4)n3C)cs2)cc1 (stereo not given) | 141.9 | 1.5 | -1.3 | 1.7 | 5.2 | -6.9 | 2.8 | 0.3 | 10.8
O=C(O)COc1ccc(Br)cc1/C=N/O | 94.9 | -0.4 | 0.2 | 10.5 | -0.3 | -2.0 | 30.0 | -0.8 | -5.7
CCOC(=O)c1ccc(NS(=O)(=O)c2cccc3nsnc23)cc1 | 85.0 | 5.3 | -3.7 | 8.8 | -2.8 | -2.6 | 0.2 | 7.2 | 0.5
CCOc1ccc(-n2cc(C(=O)NCc3ccco3)c3cc(OC)c(OC)cc3c2=O)cc1 | 88.8 | 3.1 | 9.2 | 1.4 | 2.4 | 10.2 | 4.5 | 6.7 | 5.8
CN(C)c1ccc(C=NCCC2(O)CCOC(C)(C)C2)cc1 (stereo not given) | 108.0 | 3.2 | 7.0 | -5.6 | 5.3 | 5.5 | 1.5 | 0.4 | 4.6
COc1cc(NC(=O)c2ccc(Br)o2)c(C(=O)O)cc1OC | 64.6 | 5.2 | 11.2 | 16.8 | 4.5 | 9.4 | 10.7 | 5.6 | 4.2
Cc1ccc(S(=O)(=O)N2CCN(c3nc(C)nc4sc(C)c(C)c34)CC2)cc1 | 94.9 | 7.0 | 11.1 | -1.8 | -2.2 | 16.8 | 9.1 | 3.6 | -3.2
O=C(NC1CCCCC1)NC1CC2CCC(C1)N2C(=O)NC1CCCCC1 (stereo not given) | 125.8 | -1.6 | 0.8 | 1.6 | -1.1 | 3.9 | 16.3 | 0.2 | 4.6

Ordered by the number under C1s inh (ascending): 5 of the compounds above.
molecule	C1s inh
CCOc1ccc(Nc2nc(Cc3nnc(SCC(=O)NCC4CCCO4)n3C)cs2)cc1 (stereo not given)	-6.9
CCOC(=O)c1ccc(NS(=O)(=O)c2cccc3nsnc23)cc1	-2.6
CCOC(=O)c1c(C)nc2ncccn12	1.1
COc1cc(NC(=O)c2ccc(Br)o2)c(C(=O)O)cc1OC	9.4
CCOc1ccc(-n2cc(C(=O)NCc3ccco3)c3cc(OC)c(OC)cc3c2=O)cc1	10.2
